From PubChem BioAssay
PLCb3 inh – human PLC-beta3 inhibitors, primary screen, biochemical, fluorescence | 1-phosphatidylinositol 4,5-bisphosphate phosphodiesterase beta-3 (Homo sapiens), Q01970 | Purified PLC-beta3, fluorogenic substrate | inhibition, % at 12.2 µM | hit rate 0.18% among 370,000; in the data active = inhibition above about 11%;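 also: 0% = median of compound wells on plate and 100% = full blocker control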
Target sequence (Q01970 whole entry, looked up): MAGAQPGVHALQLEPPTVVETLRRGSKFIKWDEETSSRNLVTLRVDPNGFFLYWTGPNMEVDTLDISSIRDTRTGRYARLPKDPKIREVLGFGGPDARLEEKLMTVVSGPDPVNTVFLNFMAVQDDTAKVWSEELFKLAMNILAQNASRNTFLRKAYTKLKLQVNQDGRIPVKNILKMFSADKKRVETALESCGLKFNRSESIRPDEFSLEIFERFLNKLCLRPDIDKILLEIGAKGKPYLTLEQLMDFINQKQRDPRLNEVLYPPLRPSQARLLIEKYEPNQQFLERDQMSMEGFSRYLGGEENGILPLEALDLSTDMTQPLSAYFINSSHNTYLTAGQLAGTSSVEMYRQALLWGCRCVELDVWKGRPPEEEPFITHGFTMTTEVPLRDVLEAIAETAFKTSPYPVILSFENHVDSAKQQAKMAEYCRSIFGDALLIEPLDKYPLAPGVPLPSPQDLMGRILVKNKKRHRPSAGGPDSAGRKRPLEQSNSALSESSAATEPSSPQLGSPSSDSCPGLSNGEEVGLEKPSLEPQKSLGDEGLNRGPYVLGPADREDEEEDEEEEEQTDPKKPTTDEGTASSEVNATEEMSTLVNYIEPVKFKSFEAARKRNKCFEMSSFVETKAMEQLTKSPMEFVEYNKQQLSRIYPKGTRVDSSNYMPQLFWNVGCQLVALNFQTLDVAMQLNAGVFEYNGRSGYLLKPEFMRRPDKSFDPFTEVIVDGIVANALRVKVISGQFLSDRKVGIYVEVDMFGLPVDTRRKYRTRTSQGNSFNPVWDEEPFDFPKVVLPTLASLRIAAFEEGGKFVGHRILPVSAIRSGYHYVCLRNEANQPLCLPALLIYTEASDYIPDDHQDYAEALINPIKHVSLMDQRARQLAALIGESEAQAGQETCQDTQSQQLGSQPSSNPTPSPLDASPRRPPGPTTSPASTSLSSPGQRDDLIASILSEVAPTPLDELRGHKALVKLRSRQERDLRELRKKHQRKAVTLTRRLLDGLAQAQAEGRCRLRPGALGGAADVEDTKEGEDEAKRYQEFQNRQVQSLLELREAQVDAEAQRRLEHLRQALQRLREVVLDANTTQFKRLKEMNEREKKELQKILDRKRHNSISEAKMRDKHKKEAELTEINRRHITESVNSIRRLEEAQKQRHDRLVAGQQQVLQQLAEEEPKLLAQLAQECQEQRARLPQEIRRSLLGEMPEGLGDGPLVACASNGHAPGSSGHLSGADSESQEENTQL
SMARCA2 activ – SMARCA2 (BRM) function activators, primary screen, cell-based, luminescence, high throughput; activation, % at 9.1 µM; MG213 cells, MMTV-luciferase reporter, dexamethasone, overnight; hit rate 1% among 370,000; AID 652017, 2013; in the data active = activation above about 7.8%;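 also: 0% = vehicle wells and 100% = reference activator wells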
ADAM17 inh – ADAM17 inhibitors, primary screen, biochemical, QFRET. Disintegrin and metalloproteinase domain-containing protein 17 (Homo sapiens), P78536. recombinant ADAM17, EDANS/DABCYL FRET peptide cleavage. inhibition, % at 6.95 µM. hit rate 0.83% among 370,000. AID 720648, 2013;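 active = inhibition above the mean of compounds lying between control limits plus 3 SD, set per campaign, cut at about 8.5% in these data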;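 also: 0% = DMSO-only wells as the low control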
ssDAF12 agonist – S. stercoralis DAF-12 nuclear receptor activators, primary screen, cell-based, luminescence, HEK293, GRIP1 co-expression, lit1-tk-luc; Nuclear hormone receptor DAF-12 (Strongyloides stercoralis); HEK293 ssDAF-12/GRIP1 lit1-tk-luc reporter; % of 3 µM dafachronic acid response; activation, % at 6.8 µM; hit rate 1% among 370,000; AID 652126, 2013;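 active = activation above the mean over all tested compounds plus 3 SD, cut at about 0.9% in these data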;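 also: 0% = DMSO-only wells and 100% = 3 µM delta7-dafachronic acid wells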
DAX1 inh-1 – DAX1 (NR0B1) inhibitors on StAR promoter, primary screen, cell-based, luminescence, SF-1 (NR5A1), full-length DAX-1. HEK293T StAR-luciferase reporter, SF-1/DAX-1 repression relief. inhibition, % at 6.8 µM. hit rate 1.1% among 370,000. AID 652010, 2013;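 active = inhibition above the mean over all tested compounds plus 3 SD, cut at about 3.6% in these data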;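 also: 0% = DAX-1 cells with DMSO and 100% = cells lacking DAX-1 with DMSO; higher inhibition means more luminescence from relief of DAX-1 repression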
MBD2 inh – inhibitors of MBD2 binding to methylated DNA, primary screen, biochemical, TR-FRET, DNA-binding domain, human. hit rate 0.31% among 370,000. AID 686964, 2013. MBD2 binding to methylated oligonucleotide. inhibition, % at 4.4 µM; in the data active = inhibition above about 13%
PLCg1 inh – PLC-gamma1 enzyme inhibitors, primary screen, biochemical, fluorescence, purified enzyme; 1-phosphatidylinositol 4,5-bisphosphate phosphodiesterase gamma-1 (Homo sapiens), P19174; fluorogenic substrate; inhibition, % at 12.2 µM; hit rate 0.84% among 370,000; in the data active = inhibition above about 9.5%
DAX1 inh-2 – DAX1 (NR0B1) inhibitors, primary screen, cell-based, HEK293, Gal4-DAX1, luciferase luminescence; inhibition, % at 6.75 µM; AID 504766, 2011; HEK293 Gal4-DAX1 luciferase reporter; Nuclear receptor subfamily 0 group B member 1 (Homo sapiens), P51843; hit rate 0.99% among 340,000;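 active = inhibition above the mean over all tested compounds plus 3 SD, cut at about 4.2% in these data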;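 also: 0% = DAX1-transfected cells with DMSO and 100% = empty-vector control cells with DMSO; inhibition shows as a rise in luminescence from relieved DAX1 repression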
hgDAF-12 ag – H. glycines DAF-12 receptor agonists, primary screen, cell-based, luminescence, HEK293, GAL4 fusion, UAS-luciferase | HEK293 GAL4-hgDAF12 UAS-luciferase reporter, agonist luminescence; normalized to butyrate control | hit rate 1.8% among 370,000 | activation, % at 6.8 µM | Nuclear hormone receptor DAF-12 (Heterodera glycines), GAL4 fusion;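 active = activation above a cutoff set at the mean of all screened compounds plus 3 SD, cut at about 10% in these data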;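 also: 0% = DMSO wells and 100% = sodium butyrate wells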
hcDAF12 agonist – H. contortus DAF-12 nuclear receptor activators, primary screen, cell-based, luminescence, HEK293, lit1-tk-luc reporter. HEK293 hcDAF-12 lit1-tk-luc reporter; 0% DMSO, 100% Δ7-dafachronic acid. activation, % at 6.8 µM. hit rate 1.4% among 370,000;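 active = activation above the mean of all tested compounds plus 3 SD, cut at about 5.5% in these data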;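 also: 100% = response to 3 µM Δ7-dafachronic acid high control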
NR1D1 modulator – modulators of Rev-erb alpha DNA binding, primary screen, biochemical, FITC-DNA, fluorescence polarization, uHTS; Nuclear receptor subfamily 1 group D member 1 (Homo sapiens), P20393; hit rate 0.79% among 370,000; AID 1259318, 2017; Rev-erbα–FITC-DNA binding, 90 min; activity, % at 10 µM;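 active = activity above about 14%, limit read from the data; passing the limit was not always enough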;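 also: 0% = DMSO wells with 35 nM protein and 100% = DMSO wells with 750 nM protein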
Starred values were filed as active, the others as inactive; / = not tested or not shown.

SMILES	PLCb3 inh	SMARCA2 activ	ADAM17 inh	ssDAF12 agonist	DAX1 inh-1	MBD2 inh	PLCg1 inh	DAX1 inh-2	hgDAF-12 ag	hcDAF12 agonist	NR1D1 modulator
CCn1cc(S(=O)(=O)c2ccc(Cl)cc2)c(=O)c2cc(OC)ccc21	-18	-2	-16	-1.1	-0.5	3	-6	-0.9	0.5	-1.2	9
CCCC[C@@]1(C2CCCC2)Cc2cc(OCC(=O)O)c(Cl)c(Cl)c2C1=O	2	-6	3	-0.6	-0.8	-7	4	-0.5	0.7	0.1	-2
O=C(O)CCc1ccc(-c2ccccc2)n1NC(=O)c1cccs1	-3	-3	-3	-0.8	-0.7	2	-2	-0.7	-0.1	0.8	-4
COCCCNC(=O)CC(NS(=O)(=O)c1ccc(OC)cc1)c1ccc(OC)cc1 (centres undefined)	-1	-4	1	-0.4	0.5	-2	7	0.3	-1.9	-1.4	4
O=C(c1ccc(F)cc1)C1CCN(C(=O)Nc2ccc(F)cc2F)CC1	-1	2	-2	-1.0	-0.4	3	0	1.2	5.0	-2.8	-1
COC(=O)C1=C(C)N(Cc2ccc(C(F)(F)F)cc2)C(=NCc2ccccc2C(F)(F)F)NC1c1ccccc1C(F)(F)F (centres undefined)	-2	-4	-6	-1.3	0.1	-5	-1	/	-3.2	-0.9	-4
CCCCN1CCS(=O)(=O)N(Cc2cn(Cc3ccccc3Br)nn2)C(C(=O)OC)C1 (centres undefined)	0	-2	-4	-0.7	-1.1	4	1	/	-0.7	-1.4	3
CN(C)C(CNC(=O)C1CC(=O)N(Cc2ccccc2)C1)c1ccccc1 (centres undefined)	-2	0	-3	-0.9	0.0	-3	1	2.9	1.9	-1.6	-2
O=C(NOC(=O)c1ccccc1Cl)c1cccs1	2	-1	-5	-0.7	-0.1	0	-1	2.9	-2.7	-1.1	-4
COc1ccc(NC(=O)CC(C(=O)O)N2CCCCC2)cc1 (centres undefined)	0	1	0	-0.2	-0.7	-1	4	0.2	1.8	-1.1	-4
COc1cc(OC)cc(C(=O)NC2CC3CCC(C2)N3Cc2ccco2)c1 (centres undefined)	3	3	0	-0.1	0.2	3	4	0.4	1.0	-1.0	1
Cc1ccc(-c2csc(SCC(=O)c3c(N)n(C4CC4)c(=O)[nH]c3=O)n2)cc1	-7	-1	-3	-1.0	-1.3	-2	-2	0.9	1.1	0.7	-5

Arranged by SMILES length (smallest number first): some entries from above.
SMILES	PLCb3 inh	SMARCA2 activ	ADAM17 inh	ssDAF12 agonist	DAX1 inh-1	MBD2 inh	PLCg1 inh	DAX1 inh-2	hgDAF-12 ag	hcDAF12 agonist	NR1D1 modulator
O=C(NOC(=O)c1ccccc1Cl)c1cccs1	2	-1	-5	-0.7	-0.1	0	-1	2.9	-2.7	-1.1	-4
COc1ccc(NC(=O)CC(C(=O)O)N2CCCCC2)cc1 (centres undefined)	0	1	0	-0.2	-0.7	-1	4	0.2	1.8	-1.1	-4
O=C(O)CCc1ccc(-c2ccccc2)n1NC(=O)c1cccs1	-3	-3	-3	-0.8	-0.7	2	-2	-0.7	-0.1	0.8	-4
COc1cc(OC)cc(C(=O)NC2CC3CCC(C2)N3Cc2ccco2)c1 (centres undefined)	3	3	0	-0.1	0.2	3	4	0.4	1.0	-1.0	1
CCn1cc(S(=O)(=O)c2ccc(Cl)cc2)c(=O)c2cc(OC)ccc21	-18	-2	-16	-1.1	-0.5	3	-6	-0.9	0.5	-1.2	9
COCCCNC(=O)CC(NS(=O)(=O)c1ccc(OC)cc1)c1ccc(OC)cc1 (centres undefined)	-1	-4	1	-0.4	0.5	-2	7	0.3	-1.9	-1.4	4
CCCC[C@@]1(C2CCCC2)Cc2cc(OCC(=O)O)c(Cl)c(Cl)c2C1=O	2	-6	3	-0.6	-0.8	-7	4	-0.5	0.7	0.1	-2
CCCCN1CCS(=O)(=O)N(Cc2cn(Cc3ccccc3Br)nn2)C(C(=O)OC)C1 (centres undefined)	0	-2	-4	-0.7	-1.1	4	1	/	-0.7	-1.4	3
COC(=O)C1=C(C)N(Cc2ccc(C(F)(F)F)cc2)C(=NCc2ccccc2C(F)(F)F)NC1c1ccccc1C(F)(F)F (centres undefined)	-2	-4	-6	-1.3	0.1	-5	-1	/	-3.2	-0.9	-4

(more compounds)
SMILES	PLCb3 inh	SMARCA2 activ	ADAM17 inh	ssDAF12 agonist	DAX1 inh-1	MBD2 inh	PLCg1 inh	DAX1 inh-2	hgDAF-12 ag	hcDAF12 agonist	NR1D1 modulator
O=S(Cc1ccccc1)c1ccccc1 (centres undefined)	3	2	-2	-1.1	0.1	-1	2	2.0	-0.9	0.0	0
CC1=C(C(=O)OCCC(C)C)C(c2ccc3c(c2)OCO3)NC(=O)N1 (centres undefined)	-4	-4	-8	-0.8	-0.6	-5	0	0.5	-4.8	-1.2	1
C[C@@H]1ON(C)[C@H]2C[C@H]3c4[nH]c5c(-c6ccc(F)cc6)cccc5c4CCN3C(=O)[C@@H]12	-11	0	-10	0.4	0.7	-3	-9	/	2.2	0.5	-3
COc1ccc(NC(=O)/C(=C\c2ccncc2)NC(=O)c2ccccc2)cc1	3	-3	1	-0.6	0.5	-4	3	-0.3	-2.1	-0.3	5
Cc1ccc(SCC2=NNC(=O)C2)cc1	0	0	5	-1.5	0.4	-6	2	-1.3	-2.5	1.3	-1
CC(NCc1ccccc1O)c1ccccc1 (centres undefined)	10	-4	6	-0.7	0.7	4	6	-0.2	0.2	0.2	-3
CCOC(=O)c1cc(C#N)c(Nc2ccccc2OC)nc1C(F)(F)F	3	3	-1	-1.2	-0.3	1	1	-0.1	-2.7	-0.8	16
CN(C)c1ccc(N2C(=NC(=O)CC3CCCCC3)SC3CS(=O)(=O)CC32)cc1 (centres undefined)	-9	-2	-4	-1.3	-0.7	3	-2	1.7	0.1	-0.9	-3
Nc1cc(C(=O)c2ccccc2)ccc1[N+](=O)[O-]	4	-1	0	-1.2	-0.4	1	3	-0.2	3.5	-2.0	3
COc1ccc(CN2CC(C(=O)NCCCOC(C)C)CC2=O)cc1 (centres undefined)	4	1	5	-1.4	-0.2	-4	2	1.1	1.1	0.2	1
Cn1c(=O)cc(C(=O)N/N=C/c2ccc(Cl)cc2)[nH]c1=O	-6	-2	-3	-1.5	-0.1	-1	2	/	0.4	-2.1	-1
CC(=O)Nc1cnn(Cc2ccc(Br)cc2)c1	4	-2	2	-0.6	-0.4	0	6	-0.5	-0.3	-1.6	5
O=C(CN1C(=O)NC2(CCCCC2)C1=O)Nc1cc(C(F)(F)F)ccc1N1CCOCC1	-8	-3	-4	-1.1	1.9	3	-2	-0.2	-2.2	-0.7	-3
CCOC(=O)N1CCC(N2C(=O)c3ccc(C(=O)NCc4ccco4)cc3C2=O)CC1	-1	1	-3	-1.2	-0.4	-4	2	0.8	3.3	2.8	7
COc1ccc(/C=C/C(=O)O)cc1COc1cccc(C)c1	-1	1	-2	-0.8	0.1	1	2	0.5	-2.9	2.0	-2
Cc1cc(C)c(C(N)=O)c(SCC(=O)c2cc(C)n(-c3cc(C)on3)c2C)n1	-2	-5	-2	-1.7	-2.8	2	3	-1.7	-1.2	-2.6	3
Cc1ccccc1COCCN1CCN(S(=O)(=O)c2ccccc2)CCC1=O	4	0	-2	-0.5	-0.4	-1	1	-0.8	-0.2	-1.0	-2
Cc1ccc(S(=O)(=O)N2CCCC(C(=O)Nc3c(C)n(C)n(-c4ccccc4)c3=O)C2)cc1C (centres undefined)	4	6	3	-1.4	-0.9	-3	4	/	4.6	-2.5	-7
CCOC(=O)CSc1nc2c(c(=O)[nH]c(=O)n2C)n1C/C=C(/C)Cl	1	0	-4	-0.5	-0.8	-2	2	2.0	3.2	-1.8	-2
Cc1ccc(N=C2NC(=O)C(CO)(CO)S2)cc1	-3	-2	-3	-0.5	-0.8	2	-2	2.3	-0.5	-1.0	7
CC1Cc2cc(/C(O)=C3/C(=O)C(=O)N(CCCn4ccnc4)C3c3cccc([N+](=O)[O-])c3)ccc2O1 (centres undefined)	-6	-2	0	-0.5	0.7	2	0	2.2	-0.9	-0.9	0
CCOC(=O)N1CCN(c2ncnc3scc(-c4ccccc4)c23)CC1	-12	-4	-2	-1.8	-0.5	2	-3	-0.9	-3.6	-2.4	-3
COc1cc(C(=O)Nc2cccc(C)c2C)c(Br)c(OC)c1OC	-1	1	2	-1.4	-0.2	1	3	-0.7	3.3	-0.8	2
COc1ccccc1NS(=O)(=O)c1cccc(C(=O)NCC(c2cccs2)N(C)C)c1 (centres undefined)	-10	-4	-4	-0.7	-2.8	0	-3	-0.4	0.2	-0.1	7
Cc1nnc(NC(=O)C2CCN(S(=O)(=O)c3ccc(F)c(Cl)c3)CC2)o1	-10	-4	0	-0.8	-1.2	0	-1	2.3	0.3	-0.7	0
CC(C)CCN(CCC(C)C)C(=O)Cc1c(O)c2ccccc2[nH]c1=O	-20	4	-11	-0.5	0.5	-3	-10	0.9	0.1	0.7	-2
COc1ccc(OC)c(NC(=O)CSC2=C(C#N)C(c3ccco3)C3=C(CCCC3=O)N2)c1 (centres undefined)	-7	-1	2	-0.8	-0.8	-1	-3	-1.3	-0.7	3.4	-1
CCCCn1nnc(NC(=O)c2ccco2)n1	2	2	-3	-0.3	0.2	-1	3	1.0	2.0	-0.8	-2
CCNc1nc(NCC)nc(OCCOC(=O)c2ccccc2)n1	-2	-3	-6	-1.4	-0.4	4	-4	-0.3	0.3	-0.3	-4
CCOC(=O)C1=C(CN2CCN(C(=O)c3ccco3)CC2)NC(=O)NC1c1ccc(Cl)cc1 (centres undefined)	-7	0	-1	-1.4	0.2	2	0	-0.4	-2.4	-3.1	6
